Apoferritin bind – binds horse apoferritin like a general anesthetic; P02791; apoferritin/1-aminoanthracene competitive binding, fluorescence; Potency, µM (series often up to 77.5 µM), inactives show at the highest dose activity change, negative = displacement, most hits filed as inhibitors; 350,000 tested, 0.074% active; AID 485281; also: potency is read from the fitted curve at half-maximal effect; % is scaled to controls: 0 for no effect and ±100 for the full control effect; nearly all actives have a fitted effect of over 20% in size
Target sequence (P02791 2-175 limits assumed): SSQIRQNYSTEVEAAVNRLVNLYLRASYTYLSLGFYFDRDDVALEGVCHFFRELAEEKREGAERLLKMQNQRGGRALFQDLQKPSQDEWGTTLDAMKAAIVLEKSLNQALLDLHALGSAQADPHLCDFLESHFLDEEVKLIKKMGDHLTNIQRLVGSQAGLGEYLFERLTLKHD
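10 uM apoferritin + 50% sat. 1-AMA, PBS; cpd 10 min RT; Ex380/Em535 endpoint; normalized to free probe vs complex; 4-param Hill fit; propofol titration as pos. ctrl.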
ERG-DNA inh – blocks human ERG Ets domain binding to DNA | P11308 | fluorescence polarization, His-ERG Ets domain / labelled DNA | Potency, µM (titrated, usually from 76.9 µM), for inactives: at the top dose FP activity, negative = inhibition, actives largely listed as inhibitors | 370,000 tested, 0.028% active | AID 624246; active = well fitted inhibition curve with a large enough effect in the polarisation, with a control signal flat; inconclusive = small, poorly fitted or top-dose-only effect, or effect the other way, or a change in a side signal; inactive = no such curve, though single readings can be large or run the other way; the % refers to the polarisation;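 also: polarization taken with two DNA probes labelled with fluorescein and Texas red; potency is read from the fitted curve at half-maximal effect; % of control where 0% means no effect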
Target sequence (P11308 whole entry, looked up, the tested form may be a part): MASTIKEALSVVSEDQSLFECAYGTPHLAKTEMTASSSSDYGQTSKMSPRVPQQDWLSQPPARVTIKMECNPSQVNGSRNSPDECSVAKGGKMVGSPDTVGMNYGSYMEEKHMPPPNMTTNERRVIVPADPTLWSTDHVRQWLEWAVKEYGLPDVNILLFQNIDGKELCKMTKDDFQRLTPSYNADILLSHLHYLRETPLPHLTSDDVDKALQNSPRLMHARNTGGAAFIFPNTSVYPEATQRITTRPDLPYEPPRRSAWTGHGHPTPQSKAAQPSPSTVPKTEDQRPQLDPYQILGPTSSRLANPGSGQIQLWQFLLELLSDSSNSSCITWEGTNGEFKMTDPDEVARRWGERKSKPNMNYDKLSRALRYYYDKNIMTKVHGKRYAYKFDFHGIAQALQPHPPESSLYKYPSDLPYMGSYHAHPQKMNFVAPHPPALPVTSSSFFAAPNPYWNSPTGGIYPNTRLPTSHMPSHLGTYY
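His-tagged ERG Ets domain (1 uM in the protein solution; 300mM KCl, 50mM Tris-HCl, 1mM EDTA, 1mM DTT, pH 7.5) received compound, then a probe mix of 5 nM fluorescein-DNA and 100nM Texas-615-DNA. Fluorescence polarization was read for both dyes.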
BLM inh – inhibitors of human Bloom syndrome helicase BLM; recombinant BLM DNA unwinding, fluorescence dequenching; Potency, µM (doses to about 56.1 µM), without a hit: top-dose activity change, negative = inhibition, most hits filed as inhibitors; 350,000 tested, 0.2% active;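 also: potency is read from the fitted curve at half-maximal effect; plate controls were vehicle for no effect and no enzyme for full effect; nearly all actives have a fitted effect of over 35% in size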
12-LOX inh – ALOX12 (human) lipoxygenase inhibition; AID 1671190; 580,000 tested, 1.1% active; P18054; purified 12hLO, xylenol orange hydroperoxide absorbance; Potency, µM (highest dose often 108 µM), for inactives: at the top dose activity change, negative = inhibition, hits mostly inhibitors; also: potency is read from the fitted curve at half-maximal effect; % is scaled to controls: 0 for no effect and ±100 for the full control effect
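Purified human 12hLO at 150 nM in 25 mM Hepes, 0.01% Triton X-100, pH 7.0, preincubated 15 min at room temperature with compound. Reaction started with 40 uM arachidonic acid, 30 min at room temperature. Hydroperoxide measured by Fe-xylenol orange, 573/405 nm absorbance ratio.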
Pol iota inh – inhibitors of human DNA polymerase iota. Q9UNA4. Pol iota fluorescent replication assay, 10 min. Potency, µM (doses to about 115 µM), inactives show at the highest dose activity, negative = inhibition, actives largely listed as inhibitors. 390,000 tested, 1% active. AID 588590; also: potency is read from the fitted curve at half-maximal effect
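Pol iota at 10 nM preincubated 15 min with compounds at room temperature; reaction started with fluorescent substrate, 50 nM final. Fluorescence read kinetically at 0 and 10 min; buffer-only wells as negative control.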
TRHR agonist – activates the human TRH receptor | TRHR cells, calcium flux fluo-8, FDSS agonist mode | activation, % at 2 µM | 360,000 tested, 0.18% active | AID 493084; in the data active = activation above about 30%; also: 0% is about no effect
Target sequence (P34981 whole entry, looked up): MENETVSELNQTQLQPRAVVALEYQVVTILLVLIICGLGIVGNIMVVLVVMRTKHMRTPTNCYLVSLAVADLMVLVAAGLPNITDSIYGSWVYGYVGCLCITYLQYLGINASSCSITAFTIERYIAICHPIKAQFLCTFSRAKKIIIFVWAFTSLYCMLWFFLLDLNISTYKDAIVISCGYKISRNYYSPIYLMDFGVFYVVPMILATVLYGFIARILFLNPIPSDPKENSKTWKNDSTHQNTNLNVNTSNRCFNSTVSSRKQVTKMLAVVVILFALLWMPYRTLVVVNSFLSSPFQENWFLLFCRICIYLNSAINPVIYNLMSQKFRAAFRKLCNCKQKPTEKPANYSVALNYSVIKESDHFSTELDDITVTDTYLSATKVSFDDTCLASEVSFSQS
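In this calcium-flux screen, cells bearing human TRHR are dye-loaded with fluo-8, baselined for 10 cycles, then exposed to library compounds; positive kinetic calcium responses during the agonist phase mark hits, with TRH as control.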
APE1 inh – blocks human APE1 abasic DNA cleavage | P27695 | recombinant APE1, TAMRA/BHQ-2 abasic DNA cleavage fluorescence | Potency, µM (titrated, usually from 65.8 µM), for inactives: top-dose activity change, negative = inhibition, usual class: inhibitors | 350,000 tested, 0.35% active | AID 2517;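 also: potency is read from the fitted curve at half-maximal effect; plate controls were vehicle for no effect and reference inhibitor for full effect; nearly all actives have a fitted effect of over 55% in size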
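0.75 nM APE1 + cpd, 15 min RT; start w/ 50 nM TAMRA/BHQ-2 THF-abasic dsDNA; kinetic fluor 525/598 nm ×3 reads @60 s; Δ(read3−read1); normalized to DMSO and NSC13755 control wells.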
POLB inh – DNA polymerase beta (human) inhibition; P06746; Pol beta primer extension/strand displacement, fluorescence kinetic; Potency, µM (highest dose often 114 µM), without a hit: at the highest dose activity change, negative = inhibition, usual class: inhibitors; 340,000 tested, 1.3% active; AID 485314; also: potency is read from the fitted curve at half-maximal effect; % is scaled to controls: 0 for no effect and ±100 for the full control effect
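Homogeneous kinetic assay of primer extension and strand displacement by 10 nM Pol beta, preincubated 15 min at room temperature with compound before 50 nM substrate (final) was added. Read at 0 and 10 min; four-parameter Hill fit.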
Pol kappa inh – blocks human DNA polymerase kappa activity. Q9UBT6. purified Pol kappa, fluorescent DNA synthesis assay, 10 min. Potency, µM (highest dose often 107 µM), for inactives: at the highest dose activity, negative = inhibition, hits mostly inhibitors. 400,000 tested, 0.53% active. AID 588579; also: potency is read from the fitted curve at half-maximal effect; % is scaled to controls: 0 for no effect and ±100 for the full control effect
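Pol kappa 10 nM + cpd, 15 min RT; start w/ substrate 50 nM final; fluorescence kinetic read, 0 and 10 min. Neg ctrl: buffer, no enzyme.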
* = called active by the depositor; ? = inconclusive; · = no result given; & = joins results of further samples; [ ] = remark or other dose. Unless noted, calls follow the shape of the dose curve; as a rule, active = well fitted curve in the direction sought with a large enough effect; inconclusive = small, poorly fitted or top-dose-only effect, or another doubt; inactive = no such curve, though single readings can be large; an effect the other way counts as inactive or inconclusive.

compound	Apoferritin bind	ERG-DNA inh	BLM inh	12-LOX inh	Pol iota inh	TRHR agonist	APE1 inh	POLB inh	Pol kappa inh
C=CCn1c(CNC(=O)c2ccccc2F)nnc1SCC(=O)NC(C)c1ccccc1 (configuration not stated)	-9%	0%	-1%	15%	52%[activator]	-0.8	-2%	6%	-4%
COc1cccc(NC(=O)c2sc3nc(N4CCOCC4)c4c(c3c2N)CC(C)(C)OC4)c1	41%[activator]	0%	1%	-16%	30%	-0.4	·	0%	1%
O=c1c2c(nc3n1CCCCC3)-c1ccccc1CC21CCCCC1	-10%	·	0%	-13%	26%	-0.2	-2%	9%	-2%
NC(=O)NC(=O)CN1c2cccc3cccc(c23)S1(=O)=O	-2%	-12%	-5%	16%	46%[activator]	1.1	3%[12.4 µM]	10%	-10%
CCOc1ccccc1NC(=O)N1CCC(c2nc3ccccc3[nH]2)CC1	-7%	-4%	1%	7%	-3%	-0.7	-6%	3%	0%
COc1ccc(N(C(=O)c2snc(C(N)=O)c2N)C(C(=O)NCc2ccccc2)c2ccc(F)cc2)c(OC)c1 (configuration not stated)	-8%	6%	-9%	8%	?	0.3	-1%	-5%	-4%
Cc1onc(C(=O)Nc2ccc(OC(F)(F)F)cc2)c1[N+](=O)[O-]	-6%	0%	-5%	·	-29%	0.2	-3%	-22%	?
COc1cc(CN2CC(C)CC(C)C2)cc([N+](=O)[O-])c1O (configuration not stated)	4%	1%	1%	-26%	17%	0.8	1%	-12%	-5%
ClC(CCN1CCN(Cc2ccccc2)CC1)c1ccccc1 (configuration not stated)	·	-1%	·	?	119%[activator]	·	·	·	-2%
C=CCN1C(=O)/C(=C\C=C2\N(C)c3ccccc3C2(C)C)SC1=S	-8%	?	?	-5%	?	25	3%	?	-9%
CCn1c(SCC(=O)OC2CCCCC2)nc2ccccc2c1=O	-12%	3%	-3%	0%	7%	-0.6	16%	6%	-3%
O=C(Nc1ccc(S(=O)(=O)N2CCOCC2)cc1)C1CCN(S(=O)(=O)c2ccccc2)CC1	·	4%	·	-2%	15%	-0.9	30%	·	-6%
CS(=O)(=O)CCC(C(=O)OCc1ccc(Br)cc1)N1C(=O)c2ccccc2C1=O (configuration not stated)	-3%	-3%	-6%	18%	-15%	0.0	1%	9%	-4%
CCc1nc2ccccc2n1CC1CC1(Cl)Cl (configuration not stated)	-7%	-2%	-2%	4%	169%[activator]	-0.1	13%	18%	-7%
O=C(Nc1nnc(-c2ccc3c(c2)CCCC3)o1)c1ccccc1Cl	?	-9%	-6%	19%	10%	0.1	-4%	6%	-9%
COC(=O)C1CCCCN1C(=O)CCc1nnc(CCc2c[nH]c3ccccc23)o1 (configuration not stated)	-11%	-3%	2%	-1%	38%[activator]	-3.3	11%	11%	-17%
CCCCCCOc1ccc(C(=O)O)cc1C#N	-14%	-2%	2%	38%[activator]	-5%	0.1	6%	0%	-34%
Cc1ccc(C)c(N2CN(Cc3cccnc3)CNC2=S)c1	-9%	·	-1%	-14%	11%	-0.1	15%	68%	-9%
Cc1ccc(CN(Cc2ccco2)C(=O)COc2c(C)cc(C)cc2C)cc1	68%[activator]	-4%	-10%	?	18%	2.5	·	?	-6%
Cc1sc2ncn(CC(=O)Nc3cccc(C(F)(F)F)c3)c(=O)c2c1S(=O)(=O)N1CCC(C)CC1	-7%	-7%	0%	-24%	-9%	0.6	·	20%	-11%
COc1cc(C=NNC(=O)c2cccnc2)ccc1OC(=O)c1ccccc1F	·	1%	·	385%[activator]	22%	·	-1%	·	-15%
CSc1nc(-c2ccccc2)nc2c1COC(C)(C)C2	-3%	1%	0%	-19%	12%	0.5	2%	?	-3%
Cc1ccc(Sc2ccc(N3CCC(C(=O)Nc4ccc(C)c(F)c4)CC3)nn2)cc1	4%	0%	-3%	-8%	22%	0.1	·	2%	7%
CN(C)c1cccc(C(=O)NNC(=O)CN2C(=O)C3CC=CCC3C2=O)c1 (configuration not stated)	·	-11%	·	6%	24%	·	37%	·	-19%
CCC1CN(C(=O)N2CCC(C(=O)NCc3ccc(OC)cc3OC)CC2)c2cc(C)ccc2O1 (configuration not stated)	-5%	-14%	-12%	?	92%[activator]	-0.1	·	-8%	-11%
COc1ccc(C(=O)Nc2nc(-c3ccc([N+](=O)[O-])cc3)c(-c3ccc(OC)cc3)s2)cc1	1%	5%	-7%	-11%	-6%	11	-5%	68%	?
Cc1cccc(C(=O)NCC2CCCO2)c1 (configuration not stated)	3%	1%	-1%	-6%	8%	0.6	9%	0%	-6%
CCc1ccc(C(CC(=O)c2ccc(Cl)cc2)C(=O)O)cc1 (configuration not stated)	-14%	-1%	1%	0%	6%	·	1%	2%	-3%
Cc1ccc(OCC(=O)N2c3ccccc3NC(=O)C2(C)C)c([N+](=O)[O-])n1	-6%	-4%	-5%	0%	10%	0.7	-1%	-1%	-19%
CCOC(=O)c1sc(/N=C/c2ccc(O)cc2O)cc1C	-3%	-5%	-2%	-8%	3%	0.8	-2%	31%	-15%

Reformatted field by field: four of the compounds above.
canonical_smiles: Cc1cccc(C(=O)NCC2CCCO2)c1 (configuration not stated)
  Apoferritin bind: 3%; ERG-DNA inh: 1%; BLM inh: -1%; 12-LOX inh: -6%; Pol iota inh: 8%; TRHR agonist: 0.6; APE1 inh: 9%; POLB inh: 0%; Pol kappa inh: -6%

canonical_smiles: O=c1c2c(nc3n1CCCCC3)-c1ccccc1CC21CCCCC1
  Apoferritin bind: -10%; ERG-DNA inh: ·; BLM inh: 0%; 12-LOX inh: -13%; Pol iota inh: 26%; TRHR agonist: -0.2; APE1 inh: -2%; POLB inh: 9%; Pol kappa inh: -2%

canonical_smiles: COc1ccc(C(=O)Nc2nc(-c3ccc([N+](=O)[O-])cc3)c(-c3ccc(OC)cc3)s2)cc1
  Apoferritin bind: 1%; ERG-DNA inh: 5%; BLM inh: -7%; 12-LOX inh: -11%; Pol iota inh: -6%; TRHR agonist: 11; APE1 inh: -5%; POLB inh: 68%; Pol kappa inh: ?

canonical_smiles: CCOC(=O)c1sc(/N=C/c2ccc(O)cc2O)cc1C
  Apoferritin bind: -3%; ERG-DNA inh: -5%; BLM inh: -2%; 12-LOX inh: -8%; Pol iota inh: 3%; TRHR agonist: 0.8; APE1 inh: -2%; POLB inh: 31%; Pol kappa inh: -15%

Next structures
Every second line gives: Apoferritin bind, ERG-DNA inh, BLM inh, 12-LOX inh, Pol iota inh, TRHR agonist, APE1 inh, POLB inh, Pol kappa inh
CC(C)(C)C(=O)Cn1c[n+](N)cn1
 : -3%, -1%, 2%, 0%, 1%, -0.1, 1%, 2%, -18%
Cc1[nH]nc2c1C(c1ccc3c(c1)OCO3)C(C#N)=C(N)O2 (configuration not stated)
 : -1%, ·, 1%, -11%, 6%, 1.2, 4%, 3%, -19%
O=C(NNC(=O)c1cc(-c2ccco2)nc2ccccc12)c1ccccc1
 : 131%[activator], -12%, -15%, ?, ?, -1.0, 23%, ?, -31%
CNC(=O)c1ccccc1NC(=O)c1cccc(S(=O)(=O)N2CCC(C)CC2)c1
 : -9%, -3%, -9%, 1%, 1%, 0.2, -8%, -15%, -6%
CC1CCN(CCNC(=O)C2CCCN(S(=O)(=O)c3cccc4nsnc34)C2)CC1 (configuration not stated)
 : -4%, 1%, -1%, -5%, 39%[activator], 0.3, 12%, 17%, 2%
O=C(/C=C/c1ccc(F)cc1)N1CCN(S(=O)(=O)/C=C/c2ccccc2)CC1
 : -10%, 2%, 0%, -10%, 72%[activator], -0.4, -5%, -1%, ?
COCCn1c(=O)c(-c2cc(F)cc(F)c2)nc2cnc(Oc3ccc(OC)cc3)nc21
 : ·, ·, -8%, 3%, ·, ·, -1%, ·, -10%[60.1 µM]
c1ccc(-n2nnc(-c3cccnc3)n2)cc1
 : -16%, -7%, -3%, -3%, 3%, -0.3, 4%, 28%, -12%
Cc1cc(C(=O)Nc2cccc(C)c2C)c2c(C)nn(-c3cccc(F)c3)c2n1
 : -7%, -2%, 2%, 0%, 4%, 0.1, ·, -1%, 0%
CC(=O)c1cccc(NC(=O)N2CCC(NC(=O)C34CC5CC(CC(C5)C3)C4)CC2)c1
 : ?, -4%, -3%, 163%[activator], 63%[activator], -1.7, 1%, -2%, -12%
CC(=O)N1CCCc2ccccc21
 : -10%, 7%, -8%, -4%, -18%, 0.4, -1%, 0%, -2%
CC(O)CNc1nc2ccccc2n1CC(=O)NCCc1ccc(Cl)cc1 (configuration not stated)
 : -17%, 4%, 3%, 96%[activator], -2%, 0.5, 0%, 5%, 10%
CC1CN(C(=O)c2cc3cc([N+](=O)[O-])ccc3s2)CC(C)O1 (configuration not stated)
 : -8%, ?, 1%, -3%, 69%[activator], -0.1, -1%, -1%, 1%
COc1ccc(-c2noc(CCC(=O)NCC3CCCO3)n2)cc1OC (configuration not stated)
 : -2%, 7%, 0%, 4%&22%, 37%[activator], -0.1, 21%, 29%, 2%
Cc1cc(OCc2cc(C(=O)NCc3csc(C(C)C)n3)no2)cc(C)c1Cl
 : ?, 9%, -10%, 0%, 8%, 2.6, 52%[activator], -1%, -14%
Cc1ccc2nc3c(cc2c1)c(C)nn3-c1ccccc1
 : -5%, -6%, -6%, -2%, 8%, -1.6, 21%, 20%, 19%
COc1ccc(Nc2cc(C(=O)NCCCOC(C)C)c3ccccc3n2)c(OC)c1
 : 7%, 5%, -7%, -7%, 4%, -1.6, -13%, 23%, 3%

Some of the compounds tested (hit frequency here may not be typical).
